Platelet DG rel: modulates dense granule release in human platelets | human platelet-rich plasma, SFLLRN dense granule ATP release, luminescence | inhibition, %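 (compounds screened at 7.5 µM in platelet-rich plasma)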 | actives 0.22% (n = 300,000);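 active means mean replicate score, as percent of positive control, at or above 50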
hERG rescue: compounds protecting human hERG from proarrhythmic drug block; Q12809; CHO-hERG, FluxOR thallium flux, dofetilide IC70 present; activation (rescue from dofetilide block), less the hit threshold, % at 10 µM; actives 0.51% (n = 310,000); AID 1511;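 active means activation above the mean of controls blocked by dofetilide plus 5 SD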;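 further: thallium influx through hERG after potassium depolarization seen as dye fluorescence rise; in these data hits start at about 4.7%; inactives centre near -7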
KCNK9 block: human KCNK9 channel inhibition; actives 1.2% (n = 310,000); B-score at 10 µM; Q9NPC2; HEK293 KCNK9, FluxOR thallium flux fluorescence; active compounds read low;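 active means ratio B-score over 3 SD below the library mean, with starting fluorescence within 5 SD of its mean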;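 further: negative B-score means less thallium flux so channel inhibition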
TRPC4 inh: inhibitors of mouse TRPC4 channel. Q9QUQ5. B-score at 10 µM. actives 0.39% (n = 300,000). HEK293 TRPC4beta/mu-opioid, DAMGO-evoked Fluo4 calcium flux; active compounds read low;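 active means B-score over 3 SD under the library average, no early fluorescence shift, positive overall ratio signal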
Target sequence (Q9QUQ5 whole entry, looked up): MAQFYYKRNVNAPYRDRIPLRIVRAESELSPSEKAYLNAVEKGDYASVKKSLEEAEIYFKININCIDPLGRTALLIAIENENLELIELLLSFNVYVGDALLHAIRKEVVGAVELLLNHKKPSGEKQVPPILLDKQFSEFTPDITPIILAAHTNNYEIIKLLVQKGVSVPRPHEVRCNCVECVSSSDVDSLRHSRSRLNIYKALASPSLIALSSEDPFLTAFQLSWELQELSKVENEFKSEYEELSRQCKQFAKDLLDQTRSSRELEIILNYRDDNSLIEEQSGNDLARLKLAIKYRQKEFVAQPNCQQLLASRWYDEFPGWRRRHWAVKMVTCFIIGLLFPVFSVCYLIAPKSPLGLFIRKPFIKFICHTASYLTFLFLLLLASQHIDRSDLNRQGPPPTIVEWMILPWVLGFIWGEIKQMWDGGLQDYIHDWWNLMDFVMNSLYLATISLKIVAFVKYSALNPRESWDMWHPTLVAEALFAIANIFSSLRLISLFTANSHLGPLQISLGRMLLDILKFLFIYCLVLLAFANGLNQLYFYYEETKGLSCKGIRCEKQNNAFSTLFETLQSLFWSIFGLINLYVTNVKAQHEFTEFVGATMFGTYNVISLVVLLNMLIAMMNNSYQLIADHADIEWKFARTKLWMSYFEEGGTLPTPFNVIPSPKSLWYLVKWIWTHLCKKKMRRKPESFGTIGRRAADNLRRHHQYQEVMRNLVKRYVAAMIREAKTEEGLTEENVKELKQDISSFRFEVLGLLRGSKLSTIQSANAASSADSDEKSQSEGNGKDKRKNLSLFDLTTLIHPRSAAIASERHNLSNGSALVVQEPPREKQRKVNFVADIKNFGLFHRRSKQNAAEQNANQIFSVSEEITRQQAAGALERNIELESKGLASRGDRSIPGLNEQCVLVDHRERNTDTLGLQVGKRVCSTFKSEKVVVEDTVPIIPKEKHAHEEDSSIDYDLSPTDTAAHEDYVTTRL
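Assay system: Stable TRPC4beta/mu-opioid receptor HEK293 cells | Reagent: DAMGO in two steps, submaximal then maximal | Compound dosing: Single concentration per test compound | Signal: Fluo4 Ca2+ flux fluorescence | Evaluation: Per-well B score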
KCNK3 inh: human KCNK3 channel inhibition, primary screen; O14649; CHO-KCNK3 thallium flux, FluxOR fluorescence; active compounds read low; B-score at 10 µM; actives 0.84% (n = 340,000); AID 602410;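 active means B-score under library mean minus 4 SD, starting fluorescence ratio at most library mean plus 5 SD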;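 further: more negative B-score means stronger inhibition of thallium flux through KCNK3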
TRPC4 PAM: allosteric potentiators of mouse TRPC4 channel; Q9QUQ5; HEK293 TRPC4beta/mu-opioid, DAMGO EC20, Fluo-4 Ca2+ flux; active compounds read high; B-score at 10 µM; actives 0.42% (n = 310,000); AID 2227;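 active means B-score of calcium response area above 5 SD of library B-scores, with initial fluorescence ratio within 5 SD of library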;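 further: B-score of integrated fluorescence ratio over time as area under calcium response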
PolyA inhibitor: inhibitors of polyadenylation in S. cerevisiae; S. cerevisiae SKY197-pL101 polyadenylation reporter, beta-gal luminescence; efflux-impaired pdr1/pdr3 knockout yeast; score 100 = 6 SD above DMSO; calls only at 12 µM; actives 0.02% (n = 300,000); AID 1875;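 active means lowest replicate activity score at least 50, where 100 means six control SD above control mean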;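 further: yeast exposed to compound for 9 h at 30 °C; higher score means more reporter readthrough which indicates perturbed polyadenylation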
TRPC4 act: opens the mouse TRPC4 cation channel. Q9QUQ5. actives 0.49% (n = 310,000). HEK293 TRPC4beta/mu-opioid, Fluo4 calcium fluorescence; active compounds read high. B-score at 10 µM;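 active means B-score above 5 SD of library B-scores, and initial fluorescence ratio not above library mean plus 5 SD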;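 further: positive B-score marks a calcium rise read as TRPC4 activation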
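system = HEK293 cells stably co-expressing mouse TRPC4beta and mu-opioid receptor | schedule = Fluo4 dye loading 45 min at room temperature, 110 s recording | measure = B-scored integrated calcium fluorescence ratio | signal = Fluo4 calcium-sensitive dye fluorescence, kinetic, 1 Hz baseline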
DYRK1A inh: inhibitors of rat Dyrk1A kinase; inhibition, % at 12.5 µM; AID 504441; ADP-Glo luminescence, NFATc1 peptide; actives 0.43% (n = 310,000); Q63470; in the data active means inhibition above about 50%;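 further: plate controls were vehicle with enzyme for no effect and no enzyme for full effect; many of its hits are not listed in these tables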
KCNQ1 block: inhibitors of human KCNQ1 potassium channel; P51787; CHO-K1 KCNQ1, FluxOR thallium flux fluorescence; active compounds read high; B-score at 10 µM; actives 1.3% (n = 310,000);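 active means compounds whose thallium flux B-score, printed positive for inhibition, exceeds three library SD while starting fluorescence stays within three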;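 further: channel opened by potassium depolarization with thallium stimulus after 20 min compound exposure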
KCNQ1 pot: potentiators or activators of human KCNQ1 potassium channel; P51787; CHO-K1 KCNQ1, thallium flux FluxOR fluorescence; active compounds read high; B-score at 10 µM; actives 0.35% (n = 310,000);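 active means fluorescence ratio B-score, a plate-corrected score, at least three library SD, with initial intensity B-score within 5 SD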
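Doses: Single concentration per compound, DMSO matched to controls | Test system: KCNQ1-transfected CHO-K1 cells | Timing: 90 min dye loading and 20 min compound exposure, both at room temperature | Measured by: Kinetic FluxOR thallium fluorescence, 10-s 1-Hz baseline, 110-s post-stimulus read | Medium: Assay buffer with matched DMSO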
* hit, by the source's call; i = inactive; nt = no result given.

SMILES	Platelet DG rel	hERG rescue	KCNK9 block	TRPC4 inh	KCNK3 inh	TRPC4 PAM	PolyA inhibitor	TRPC4 act	DYRK1A inh	KCNQ1 block	KCNQ1 pot
COc1cc2c(C)nc3onc(-c4ccccc4)c3c2cc1OC	0.6	-4.4	i	i	i	i	i	i	1.8	i	i
CC1CCc2nn(CC(=O)NCc3ccc4c(c3)OCO4)cc2C1 (centres undefined)	3.3	-3.6	i	i	i	i	i	i	20.3	i	i
O=C(/C=C/c1ccco1)NCc1ccc2c(c1)OCO2	-1.9	-22.9	i	i	i	i	i	i	3.4	i	i
CCOC(=O)c1c(-c2ccccc2)csc1NC(=O)c1cc(-c2ccccc2OC)on1	-0.9	-13.5	i	i	i	i	i	i	-0.2	i	i
Cc1ccc(CCNC(=O)C2CCN(S(=O)(=O)c3ccc4c(c3)oc(=O)n4C)CC2)cc1	6.1	-1.9	i	i	i	i	i	i	0.7	i	i
COc1ccc(-c2nc(SC(CC(=O)NCc3ccccc3)c3ccc(OC)c(OC)c3)n[nH]2)cc1 (centres undefined)	11.4	-5.5	i	i	i	i	i	i	5.4	i	i
O=C(O)Cc1c[nH]c2cccc(O)c12	-0.7	-6.4	i	i	i	i	i	i	-6.9	i	i
COc1ccc(-n2c(C)cc(C(=O)CSc3nnc(-c4ccoc4C)n3C)c2C)cc1	-1.9	-8.4	i	i	i	i	i	i	-1.5	i	i
Cc1ccc(NC(=O)CCNS(=O)(=O)c2ccccc2)cc1S(=O)(=O)N1CCOCC1	-19.6	-10.7	i	i	i	i	i	i	8.1	i	i
CC1CCc2cc(F)ccc2N1C(=O)CSc1nnc2c3ccccc3n(C)c2n1 (centres undefined)	-1.0	-8.8	i	i	i	i	i	i	-6.8	i	i
COc1ccc(N/C=C(\C=C\C#N)S(=O)(=O)c2ccccc2)cc1	0.6	-4.2	i	i	i	i	i	i	-3.1	i	i
COc1ccccc1NC(=O)c1ccc(S(=O)(=O)N2CCCC(C)C2)cc1 (centres undefined)	3.6	-4.6	i	i	i	i	i	i	2.3	i	i
COc1cc(OC)cc(C(=O)Nc2nnc(Cc3ccc(OC)c(OC)c3)s2)c1	1.5	-4.9	i	i	i	i	i	i	3.6	i	i
N#Cc1c(SCC(N)=O)nc(-c2ccccc2)c2c1CCCC2	-30.8	-10.9	i	i	i	i	i	i	4.6	i	i
CCOc1cc(N2CCOCC2)c(OCC)cc1NC(=O)CSc1n[nH]c(N)n1	-0.9	-2.4	i	i	i	i	i	i	4.2	i	i
CCOc1ccc(N(CC(=O)OC)S(=O)(=O)c2ccc(OC)c(OC)c2)cc1	1.7	-2.1	i	i	i	i	i	i	5.1	i	i
COC(=O)c1sc2ncn(CC(=O)N(C)C3CCCCC3)c(=O)c2c1C	7.4	-3.6	i	i	i	i	i	i	0.8	i	i
O=C(NCCn1ccc2ccccc21)c1ccc(S(=O)(=O)N2CCOCC2)cc1	8.2	-7.8	i	i	i	i	i	i	-5.4	i	i
O=C(c1cc(-c2ccccc2)nc2ccccc12)N1CCN(c2ccccn2)CC1	-13.1	-17.4	i	i	i	i	i	i	-2.8	i	i
COc1cccc(NC(=O)c2ccc3nc(C)sc3c2)c1	11.6	-8.2	i	i	i	i	i	i	20.6	i	i
O=C(CNC(=O)c1cccc(Br)c1)N/N=C/c1ccc[nH]1	-7.1	-10.6	i	i	i	i	i	i	1.1	i	i
COC(=O)[C@@]1(Cc2ccc(F)cc2)[C@H]2c3cc(C(=O)N4CCCC4)n(Cc4ccc(C(F)(F)F)nc4)c3C[C@H]2CN1C(=O)c1ccccc1	-0.1	-10.2	i	i	nt	i	i	i	nt	i	i
O=C(Nc1ccc2c(c1)OCO2)c1cccc(F)c1	1.9	-1.5	i	i	i	i	i	i	0.3	i	i
Cc1ccc(NC(=S)NCC(O)c2ccccc2)c(C)c1 (centres undefined)	-1.0	-2.6	i	i	i	i	i	i	13.0	i	i
O=C1NC(=Nc2ccc(O)cc2)S/C1=C/c1ccco1	-7.8	-4.6	i	i	i	i	i	i	0.4	i	i
OCCC1CN(CC(c2ccccc2)c2ccccc2)CCN1C1CCCC1 (centres undefined)	0.6	-4.0	i	i	i	i	i	i	-4.5	i	i
O=C(COC(=O)c1cc(Br)ccc1O)NC1CCCCCC1	-3.0	-6.5	i	i	i	i	i	i	nt	i	i
Cc1cccc(N2CCN(Cc3ccoc3)CC2)c1C	0.0	-9.7	i	-5*	i	i	i	i	-3.7	i	i
C[C@H](NC(=O)c1ccco1)C(=O)Nc1cccc([N+](=O)[O-])c1	-1.4	-7.5	i	nt	i	i	i	i	-3.8	i	i
Cc1cc(C)nc(NNC2=CC(=[N+]3CCCC3)CCC2)n1	-6.9	-8.2	i	i	i	i	i	i	8.4	i	i
COc1ccc(S(=O)(=O)N2CCN(CC(=O)NC3CC3)CC2)cc1	-14.9	-6.6	i	i	i	i	i	i	-4.2	i	i
CCOC(=O)C1CN(S(=O)(=O)c2ccc(OC)cc2)c2cc(S(=O)(=O)CC)ccc2O1 (centres undefined)	3.5	-10.0	i	i	i	i	i	i	-6.0	i	i
CCN(CC)C(=O)C1CCCc2c1[nH]c1ccc(Cl)cc21 (centres undefined)	-11.1	-6.4	i	i	i	i	i	i	1.5	i	i
CCc1ccccc1OCCCCN1CCCCC1	1.3	-0.1	i	i	i	i	i	i	1.4	i	i
Nc1[nH]c(N=NC(=O)c2ccccc2O)c2ccccc12	-9.2	-8.3	i	i	i	i	i	i	2.0	i	i
CC(=O)NCCc1nc2cc(NC(=O)COc3ccc(C)cc3)ccc2n1C	-2.1	-7.2	i	i	i	i	i	i	-1.5	i	i
Cc1cc(C)n(-c2cc(-n3nc(C)cc3C)ncn2)n1	1.0	-9.1	i	i	i	i	i	i	-0.7	i	i
CC(=O)NC(Cc1ccccc1C)C(=O)NC1CCN(c2ncccc2[N+](=O)[O-])CC1 (centres undefined)	-1.5	-9.8	i	i	nt	i	i	i	nt	i	i
Cc1ccc(OCCNC(=O)c2cccc(Oc3ccc(C(F)(F)F)cc3[N+](=O)[O-])c2)cc1	2.7	-8.9	i	i	i	i	i	i	-9.8	i	i
COc1ccccc1CC(=O)Nc1ccc(S(=O)(=O)N2CCCC2)cc1	-1.3	-7.9	i	i	i	i	i	i	4.3	i	i
Cc1ccc[n+](CC(=O)Nc2ccc([N+](=O)[O-])cc2)c1	5.9	-7.1	i	i	i	i	i	i	nt	i	i
CCC(=O)N1CCc2cc(Br)cc(S(=O)(=O)NCCN3CCCC3)c21	-14.1	-4.6	i	i	i	i	i	i	-2.4	i	i
COc1ccc(CC(=O)c2cc(OC)c(OC)cc2CC(=O)O)cc1OC	14.0	-5.2	i	i	i	i	i	i	0.6	i	i
COc1ccccc1NC(=O)NC(=O)N(C(C)C)S(C)(=O)=O	0.8	-6.0	i	i	i	i	i	i	7.1	i	i
C1=Nc2c(Nc3ccccc3)ncnc2Oc2ccccc21	-1.5	-5.9	i	nt	i	i	i	i	24.5	i	i
COc1ccccc1NC(=O)COC(=O)C1C2CC3OC(=O)C1C3C2 (centres undefined)	0.0	-4.7	i	i	i	i	i	i	-7.1	i	i
CCOC(=O)Nc1ccc(C(=O)Oc2ccccc2)c(O)c1	1.0	-6.3	i	i	i	i	nt	i	0.6	i	i
CC(C)(C)c1ccc(C(=O)Nc2cnccn2)cc1	7.4	-14.4	i	i	i	i	i	i	1.5	i	i
COc1ccc(S(=O)(=O)N2CCc3cc4c(cc3C2C)OCCCO4)cc1 (centres undefined)	1.8	-4.7	i	i	i	i	i	i	nt	i	i
O=C(O)C1Nc2c(C(=O)N3CCOCC3)cccc2C2C=CCC12 (centres undefined)	-22.3	-7.7	i	i	i	i	i	i	5.1	i	i
Cc1cccc(C(=O)NCC(=O)NCC(c2cccs2)N2CCOCC2)c1 (centres undefined)	-31.1	-10.0	i	i	i	i	i	i	-1.7	i	i
CC1CCN(C(=O)C2CCC(=O)N(Cc3ccc(Cl)cc3)C2)CC1 (centres undefined)	-7.4	-6.0	i	i	i	i	i	i	1.5	i	i
O=C(O)C1CC1C(=O)Nc1cc(F)ccc1F (centres undefined)	1.3	-9.1	i	i	i	i	i	i	-2.9	i	i
CCCCCN(C(=O)CCC(=O)OCc1ccccc1F)c1c(N)n(CCCC)c(=O)[nH]c1=O	8.1	-11.6	i	i	i	i	i	i	1.8	i	i
Oc1ccc2c(c1)c1c3n2CCNC3CCC1 (centres undefined)	0.0	-4.1	i	i	i	i	i	i	9.1	i	i
Cc1ccc(N2C(=O)CS(=O)C(c3ccccc3)C2=O)cc1C (centres undefined)	-0.4	-2.1	i	i	i	i	i	i	-4.8	i	i
Cn1c(N)c(C(C[N+](=O)[O-])c2c(F)cccc2Cl)c(=O)n(C)c1=O (centres undefined)	3.1	-5.3	i	i	i	i	i	i	3.4	i	i
Clc1ccc(Sc2ccccn2)cc1	-2.0	-1.1	i	i	i	i	i	i	-2.4	i	i
CN(Cc1c(C(=O)N/N=C/c2c(F)cccc2Cl)nnn1-c1nonc1N)c1ccccc1	-0.7	-6.9	i	i	i	i	i	i	0.2	i	i
OCC(Cc1ccccc1)Nc1c2ccccc2nc2ccccc12 (centres undefined)	-7.3	-20.8	i	i	i	i	i	i	-2.6	i	i
Other structures follow:
SMILES	Platelet DG rel	hERG rescue	KCNK9 block	TRPC4 inh	KCNK3 inh	TRPC4 PAM	PolyA inhibitor	TRPC4 act	DYRK1A inh	KCNQ1 block	KCNQ1 pot
C=C(C)CC1N(c2cccc(OC)c2)C(=O)C2C(C(=O)O)C3C=CC21O3 (centres undefined)	0.5	-4.1	i	i	i	i	i	i	-3.2	i	i
CN(C)S(=O)(=O)c1cccc(N2C(=O)CC3(CCCCC3)CC2=O)c1	8.9	-11.1	i	i	i	i	i	i	-0.2	i	i
COc1ccc(C(=O)NC(=S)Nc2cccc3nc(C)ccc23)cc1OC	1.2	-6.4	i	i	i	i	i	i	nt	i	i
CN(c1ccccc1)S(=O)(=O)c1cc(C(=O)OCC(=O)N2CCN(C(=O)c3ccco3)CC2)ccc1Cl	4.0	5.2*	i	i	i	i	i	i	nt	i	i
COc1cc(CC(=O)O)ccc1O	-2.6	-2.1	i	i	i	i	i	i	5.6	i	i
CCCCN(C)CCNC(=O)CN1C(=O)CSc2ccc(S(=O)(=O)N3CCOCC3)cc21	-28.4	-3.2	i	i	i	i	i	i	-6.5	i	i

Source: PubChem

A portion of the library; rates above refer to the full screens.
